Assay outcomes: PubChem, several laboratories
K1F lysis inhibition = inhibition of K1F phage lysis, E. coli UTI89, bacterial capsule biogenesis inhibitors, alamar blue (AID 488966) | E. coli UTI89 K1F phage lysis, alamar blue, 2 h; higher % means a stronger effect | inhibition, % at 100 µM, or IC50 in µM where a hit was titrated | 340,000 compounds, 0.02% hits;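 active = phage lysis inhibition, versus mean bacterial control, above a set limit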;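 note: capsule biogenesis inhibitors block K1F phage lysis so surviving cells raise fluorescence; higher fluorescence means more inhibition of phage lysis; actives were called in the ten point dose series up to 300 µM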
P. falciparum M1AAP = P. falciparum M1AAP inhibitors, biochemical, fluorogenic H-Leu-NHMec substrate, 1536-well (AID 1445); recombinant M1AAP, H-Leu-NHMec fluorogenic kinetic assay; higher % means a stronger effect; one-dose inhibition, % at 30 µM; IC50 in µM for titrated hits; 220,000 compounds, 0.42% hits;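 active = primary inhibition above the hit cutoff, then over 50% inhibition at one or more dose response concentrations, cut at about 23% in these data, passing the limit was not always enough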;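 note: plate controls were DMSO full reaction for no effect and no enzyme background for full effect; strong numbers were not always called active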
CSM14.1 death rescue = rescue of cells from ER stress-induced death, primary screen, 384-well, CSM14.1, thapsigargin, ATP luminescence (AID 1222). CSM14.1 thapsigargin-induced death rescue, ATP luminescence; higher % means a stronger effect. 190,000 tested, under 10 active. cellular ATP content (survival), % at 20 µM; hits with a dose series show EC50 in µM;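 active = EC50 below 50 µM in the dose-response confirmation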;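 note: death triggered by thapsigargin at about 15 µM added after 2 h compound pretreatment; cell ATP read after overnight thapsigargin exposure of roughly 18 to 22 hours; normalized against plate controls of thapsigargin alone and 5% DMSO vehicle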
PMI inhibitors = inhibitors of human PMI, primary screen, biochemical, fluorescence intensity, coupled assay (AID 1209); purified PMI enzyme, coupled fluorescence intensity; higher % means a stronger effect; one-dose inhibition, % at 20 µM; IC50 in µM for titrated hits; 190,000 compounds, 0.42% hits;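 note: plate controls were DMSO vehicle for no effect and wells lacking substrate for full effect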
TNAP activators = stimulation of alkaline phosphatase TNAP activity – biochemical, luminescent, no phosphate acceptor, uHTS, primary screen (AID 1001); 200,000 compounds, 0.03% hits; one-dose activation fold at 20 µM; EC50 in µM for titrated hits; purified TNAP, luminescent activation assay, no phosphate acceptor; higher activation fold means a stronger effect; in the data active = activation fold from about 3, or a potency from the dose series; inactive = the rest, 99 in 100 with activation fold below about 1.6; note: many of its hits are not listed in these tables
Myeloid diff MLP = compounds promoting myeloid differentiation. ER-HoxA9 myeloid progenitors, lysozyme-GFP differentiation, flow cytometry. 360,000 compounds, 1% hits. calls only at 10 µM;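 active = normalized GFP-positive differentiation at or above the plate's own cutoff, the solvent-only control mean plus 3 SD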;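 note: cells exposed to compound for four days before flow analysis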
Hep lipid drop = modulators of hepatic lipid droplet formation | AID 1656 | 240,000 compounds, 0.4% hits | AML12 mouse hepatocytes, oleate lipid droplets, BODIPY imaging | inhibition, % at 6.5 µM;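 active = lipid droplet intensity inhibited by at least 50%, with more than 500 cells counted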
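Material – AML12 mouse liver cells · Also added – oleate loading, 100 µM · Compound dosing – 6.5 µM single-point dosing · Times – overnight treatment with compound plus oleate · Measured by – fluorescence imaging, 20x objective, two fields per well · Read-out – percent inhibition of filter-corrected integrated lipid droplet intensity per well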
human PMI inhibitors = human PMI inhibitors, high substrate, primary screen, biochemical, fluorescence intensity, high mannose 6-phosphate (AID 1220); recombinant PMI enzyme, coupled fluorescence intensity; higher % means a stronger effect; one-dose inhibition, % at 20 µM; IC50 in µM for titrated hits; 190,000 compounds, 0.66% hits
WT yeast gro inh = growth inhibition of WT yeast, mitochondrial fusion screen; 190,000 compounds, 2.1% hits; mitochondrial fusion phenotypic screen, WT strain; inhibition, % at 10 µM; in the data active = inhibition above about 58%; tested in S. cerevisiae
WT yeast gro inh mutant strain = further read-out of WT yeast gro inh, marked with its call; inhibition, %; mitochondrial fusion phenotypic screen, mutant strain inhibition
Hep lipid drop cells 6.5 µM = recorded beside Hep lipid drop, whose call it bears; cell count; measured here: cell count, cytotoxicity flag;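 cells counted across two imaged fields per well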
Myeloid diff MLP GFP+ MAC1+ % = recorded beside Myeloid diff MLP, whose call it bears; GFP+ MAC1+ double positive, %; measured here: differentiation confirmed by MAC1 staining
Starred values were filed as active, the others as inactive; i = inactive; nt = not tested or not shown; [ ] = remark or other dose. Cut-off read from the data, not from the text of the source, unless noted: active = inhibition above about 50%; inactive = the rest.

Below each compound: K1F lysis inhibition, P. falciparum M1AAP, CSM14.1 death rescue, PMI inhibitors, TNAP activators, Myeloid diff MLP, Myeloid diff MLP GFP+ MAC1+ %, Hep lipid drop, Hep lipid drop cells 6.5 µM, human PMI inhibitors, WT yeast gro inh, WT yeast gro inh mutant strain
COc1ccc(C2=NN(C(=O)COc3ncnc4ccccc34)C(c3ccco3)C2)cc1 (stereo unspecified)
    0.0%, 11%, -0.1%, 18%, 1.1, i, 0.4, -6, 679, 10%, 4, -8
NNCCc1ccccc1
    5.3%, 0%, -2.8%, -42%, 1.1, i, 1.4, 12, 787, -51%, 28, -5
Fc1ccc(C2NC(=S)NC3=C2N2CCC3CC2)cc1 (stereo unspecified)
    1.9%[50 µM], 4%, -2.6%, 2%, 1, i, 6.5, 6, 821, -8%, 8, 19
O=S(=O)(c1ccc(Br)cc1)N1CCCN(Cc2cccc(F)c2)CC1
    3.1%, -2%, 0.9%, 8%, 1.1, i, 0.2, -25, 700, 9%, 56, 32
COC(=O)c1ccc(Nc2cc(C)nc3ccccc23)cc1
    0.3%, 5%, nt, nt, nt, i, 0.2, -5, 718, nt, nt, nt
Fc1ccc(-n2nnc(-c3nccs3)n2)cc1
    2.3%, 2%, -3.9%, 9%, 1.1, i, 1.4, 3, 739, 12%, 17, 19
CC(NC(=O)C(c1ccccc1)c1ccccc1)C(=O)N1CCCCC1 (stereo unspecified)
    -0.4%, -1%, nt, 0%, 1.1, i, 0.3, -3, 741, 0%, -6, -7
CCOC(=O)c1c2c(c(=S)n(-c3ccccc3)c1N)CCC2
    0.5%, 4%, -1.8%, 28%, 1.1, i, 2.0, nt, nt, 42%, -4, 4
CC1Cc2nc(SCC(=O)Nc3ccc(F)cc3)n(C)c(=O)c2S1 (stereo unspecified)
    0.3%, 6%, -0.4%, 2%, 1.1, i, 2.1, nt, nt, 0%, 16, 17
CCOc1ccc(S(=O)(=O)N(CC)CC)cc1N
    11%, 5%, -0.7%, -6%, 1.1, i, 0.6, 25, 667, -4%, -16, 14
Cc1ccc(N(CCC#N)C(=O)CCl)cc1C
    0.3%, -3%, -2.2%, -4%, 1, i, 1.3, 7, 648, 4%, -9, 3
CC(=O)Nc1cccc(-c2csc(Nc3cccc(C)n3)n2)c1
    -1.4%, 13%, -2.8%, 9%, 1, i, 9.6, nt, nt, 0%, 4, 4
O=C(COC(=O)C1(c2ccccc2F)CCCC1)NCc1ccc2c(c1)OCO2
    4.7%, -1%, 1.2%, 16%, 1, i, 0.7, 7, 654, 10%, 17, 1
Cc1cccc(-c2nc(CSCC(=O)NCCCN3CCOCC3)c(C)o2)c1
    0.1%, 1%, 2.9%, 0%, 0.9, i, 0.9, nt, nt, 18%, 1, -14
Cc1c(C(=O)Nc2nc3ccccc3[nH]2)oc2ccccc12
    1.2%[50 µM], -6%, -2.1%, -14%, 1.5, i, 0.4, -2, 700, -12%, 32, 24
c1ccc(Oc2cccc(OCCn3cncn3)c2)cc1
    4.5%, -5%, 0.1%, 4%, 1.1, i, 1.0, 17, 722, 0%, 2, 6
N#Cc1cnn2cc(CCN3CCOCC3)c(-c3ccc(F)cc3)nc12
    0.2%, 2%, 0.7%, 11%, 1.1, i, 0.2, -2, 654, 4%, 13, -3
CSCC[C@H](NC(=O)c1cc([N+](=O)[O-])ccc1Cl)c1nc2ccccc2[nH]1
    -0.2%, 6%, 0.1%, 17%, 1, i, 0.1, -26, 621, 11%, 0, 8
CCCC(C)NC(=S)Nc1cc(C)cc(C)c1 (stereo unspecified)
    0.8%, -2%, -1.0%, 1%, 1.1, i, 0.1, -29, 711, -2%, 73*, 70*
CC(C)c1[nH]nc2c1C(c1ccco1)C(C#N)=C(N)O2 (stereo unspecified)
    -0.2%, nt, -1.9%, 7%, 1, i, 0.8, 1, 685, 11%, -6, -2
Cc1cccc(C(=O)Nc2ccc(N3CCN(c4ccc(C(F)(F)F)cn4)CC3)nc2)c1
    0.7%, 2%, nt, nt, nt, i, 0.4, -7, 680, nt, nt, nt
O=C(c1ccc(Cn2c(=S)[nH]c3ccc(N4CCOCC4)cc3c2=O)cc1)N1CCN(c2ccc(F)cc2)CC1
    4.0%, 5%, 0.2%, -1%, 1.2, i, 0.5, -17, 707, 31%, -4, 6
CCCCn1c(N)c(N(CC)C(=O)c2ccc3c(c2)S(=O)(=O)c2ccccc2C3=O)c(=O)[nH]c1=O
    0.6%, 5%, -3.0%, -14%, 1.1, i, 1.1, nt, nt, -13%, -4, 5
O=C(O)C(Cc1cc2ccccc2[nH]1)N1C(=O)C2CC=C(Cl)CC2C1=O (stereo unspecified)
    3.8%[50 µM], 2%, -0.4%, -27%, 1.1, i, 1.0, 24, 703, -37%, -3, -3
CCn1cc([N+](=O)[O-])c(C(=O)N2N=C(c3ccc4ccccc4c3)CC2c2ccccc2O)n1 (stereo unspecified)
    4.6%, -3%, 1.6%, 9%, 1.1, i, 0.2, 79*, 753*, 16%, 10, 4
O=C(CSC1=NC(=O)C(Cc2ccccc2)C(=O)N1)Nc1ncc(Br)cc1Br (stereo unspecified)
    -0.7%, 17%, 0.2%, -12%, 1.1, i, 0.0, 4, 751, -9%, -18, 20
Cc1c(NC(=O)/C(=C/c2cccs2)c2cccs2)c(=O)n(-c2ccccc2)n1C
    3.0%, 17%, -1.8%, -17%, 1, i, 0.3, -2, 577, -19%, -14, -4
O=C(O)CC(Cc1ccccc1)C(=O)Nc1ccc([N+](=O)[O-])cc1 (stereo unspecified)
    0.5%, 4%, 1.6%, 8%, 1.1, i, 0.5, 16, 657, -1%, -4, 5
NC(Cc1ccc(O)c([N+](=O)[O-])c1)C(=O)O (stereo unspecified)
    3.5%, 10%, -1.4%, 2%, 1, i, 0.7, -4, 674, -5%, -5, -4
O=S(=O)(N/N=C/c1ccccc1OCc1ccc(Cl)cc1)c1ccccc1
    -0.9%[50 µM], 4%, -2.9%, -22%, 1.1, i, 0.4, -25, 651, -19%, 40, -6
CCCCS(=O)CC(COc1ccc(Cl)cc1)OC(=O)c1ccccc1 (stereo unspecified)
    -0.3%, 2%, -0.9%, 4%, 1.1, i, 1.3, nt, nt, 3%, 30, 13
COc1ccc(C(CNC(=O)Cc2ccccc2F)N2CCCCC2)cc1 (stereo unspecified)
    0.4%, -3%, -1.9%, 2%, 1.1, i, 0.2, -5, 675, -2%, 2, 7
COc1ccccc1CNC(=O)CCCN1C(=O)COc2ccc(C)cc21
    -0.4%, 5%, 0.5%, -9%, 0.9, i, 9.8, nt, nt, -5%, 9, 0
O=C(/C=C/c1ccc(S(=O)(=O)N2CCOCC2)cc1)NCc1ccccc1
    -0.1%, 0%, -2.5%, 10%, 1.1, i, 0.2, 3, 634, 8%, -14, -4
O=C1C2C3C=CC([C@@H]2C(=O)N1C1CC1)[C@H]1C(=O)N(C2CC2)C(=O)C31 (stereo partly specified)
    -0.6%, 2%, 3.2%, -2%, 1.1, i, 1.5, nt, nt, 2%, 2, 0
CC(C)NC(=O)c1ccccc1NC(=O)/C=C/c1cccc([N+](=O)[O-])c1
    2.4%[50 µM], 3%, 0.0%, -4%, 1, i, 0.1, 4, 674, -8%, -11, -6
O=C(NC1CCCCC1)C(c1cccs1)N(C(=O)C(F)(F)F)c1ccccc1 (stereo unspecified)
    1.2%, 1%, -2.3%, 4%, 1.1, i, 1.4, nt, nt, 2%, 4, 1
O=C(CC1(O)C(=O)N(CCc2ccccc2)c2ccccc21)c1ccccn1 (stereo unspecified)
    -1.1%, 9%, 3.3%, 13%, 1, i, 0.3, 3, 704, 5%, -6, -9
COc1ccc(C(=O)CNc2ccc3ccccc3c2)cc1
    nt, 5%, 2.2%, 77%*, 1, i, 0.5, -19, 694, nt, 55, 14
C/C(=N\NS(=O)(=O)c1ccccc1)c1ccccc1
    -0.5%, -5%, 0.2%, nt, 1.1, i, 0.2, 8, 717, nt, -7, -10
COc1ccc(N2C(=O)CC(N3CCOCC3)C2=O)cc1 (stereo unspecified)
    -0.1%, -1%, 1.2%, 0%, 1.1, i, 1.4, -24, 721, -4%, -21, -15
COc1cc(C=Nc2ccccc2C(=O)Nc2ccccc2)cc(OC)c1OC
    0.7%, 2%, -2.2%, -6%, 1.1, i, 0.7, 10, 724, -12%, 0, -10
COc1ccc(-c2cc(=O)c3c(O)c(OC)c(O)cc3o2)cc1
    0.6%, 17%, -5.3%, 1%, 1, i, 2.8, -3, 697, -14%, 20, 23
COP(=O)(OC)C(Nc1cc(Cl)cc(Cl)c1)c1cccc(O)c1 (stereo unspecified)
    0.0%, 0%, 1.3%, 1%, 1.1, i, 0.0, -27, 622, -1%, -4, 1
C/C(N)=C(/C#N)C(=O)COC(=O)c1oc2ccccc2c1COC(C)C
    0.4%, 8%, -1.9%, -16%, 1.1, i, 0.5, -10, 706, 2%, -9, 7
O=C(CN1CCN(CCO)CC1)Nc1ccccc1
    1.6%, -2%, -2.1%, -25%, 1.1, i, 0.6, 10, 798, -28%, 15, 14
CC1CCN(CC(=O)Nc2ccccc2Sc2ccccc2)CC1
    -1.8%, 11%, 8.7%, 21%, 1.1, i, 0.5, -34, 548, 14%, 8, -5
CCn1cc(C(=O)N/N=C(/C)c2ccc(F)cc2)c(=O)c2cc(F)c(N3CCCC3)cc21
    nt, 11%, 4.9%, 0%, 1.1, nt, nt, nt, nt, -2%, -41, 3
Cc1ccc(S(=O)(=O)NCCSc2nnnn2-c2ccccc2)cc1
    -0.4%[50 µM], -3%, 1.4%, -2%, 1.1, i, 3.8, -23, 713, -2%, 14, 7
CN(C(=S)NC(=O)Cc1ccccc1)c1ccccc1
    0.3%, -3%, 1.4%, -21%, 1.1, i, 0.5, -5, 717, -29%, -14, -12
O=C(O)C1CCCN1c1ncnc2ccccc12 (stereo unspecified)
    0.7%, -1%, -3.0%, 10%, 1.1, i, 0.5, 5, 697, 2%, -11, -8
Cc1ccc(S(=O)(=O)N(C)c2ccc(C(=O)Nc3c(C)n(C)n(-c4ccccc4)c3=O)cc2)cc1
    -0.2%, 2%, -0.3%, 7%, 1.1, i, 0.7, 3, 748, 7%, -4, 8
CC1CCCCC1NCC#CCOc1ccc(Cl)cc1 (stereo unspecified)
    0.1%, 1%, -2.1%, -6%, 1.1, i, 0.9, 6, 674, -8%, 20, 10
Cc1ccccc1-n1c(Cn2c(=O)sc3ccccc32)nnc1SCC(N)=O
    -1.6%, 11%, -3.5%, 6%, 1.1, i, 1.8, -2, 628, 6%, -1, 0
Cc1ccc(C(=O)/C=C/Nc2ccccc2C(N)=O)cc1
    1.6%, 4%, -2.6%, 13%, 1.1, i, 0.2, nt, nt, 11%, 10, -7
